NOD2 inhibition = NOD2 signaling inhibitors, cell-based, luminescence, uHTS, HEK293 (AID 1566); HEK293 NOD2/NF-kB luciferase reporter, luminescence; higher % means a stronger effect; inhibition, % at 4 µM, or EC50 in µM where a hit was titrated; actives 0.63% (n = 290,000); also: many of its hits are not listed in these tables
Rac1 GTP hydrolysis = MgcRacGAP GTPase-activating activity inhibitors, confirmation, biochemical, ADP Hunter fluorescence; actives 0.6% (n = 340,000); MgcRacGAP-stimulated Rac1 GTP hydrolysis, ADP Hunter fluorescence; higher % means a stronger effect; GST-tagged Rac1 F28L mutant substrate; one-dose inhibition, % at 30 µM; IC50 in µM for titrated hits; AID 624330;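 active = first-screen hits whose inhibition reached a set limit at any dose in the follow-up dose series; inconclusive = inhibition above the set first-screen limit but never retested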;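 also: fluorescence reports GDP produced by GAP-driven GTP hydrolysis; strong numbers were not always called active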
HIV fusion peptide = cell-free HIV fusion peptide-binding blockers – biochemical, uHTS, fluorescence dequenching, primary screen (AID 1986). actives 0.3% (n = 290,000). inhibition, % at 20 µM, or IC50 in µM where a hit was titrated. cell-free peptide binding, fluorescence dequenching, 30 min; higher % means a stronger effect; in the data active = inhibition mostly above about 52%, no sharp cut-off; inactive = mostly below about 76%; also: some results filed as inactive read as strong as hits
NOD1 inhibition = inhibition of NOD1-driven NF-kB reporter – cell-based, luminescence, uHTS, primary screen (AID 1578). actives 1% (n = 290,000). one-dose inhibition, % at 4 µM; EC50 in µM for titrated hits. NOD1-driven NF-kB luciferase reporter cells, luminescence; higher % means a stronger effect; in the data active = inhibition mostly above about 36%, no sharp cut-off; inactive = mostly below about 34%;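 also: HEK-293T reporter cells stimulated with the NOD1 agonist gamma-tri-DAP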
GPR55 activation = GPR55 agonists via beta-arrestin recruitment, primary screen, imaging, U2OS cells, beta-arrestin-GFP redistribution (AID 1961) | actives 0.048% (n = 290,000) | one-dose activation, % at 10 µM; EC50 in µM for titrated hits | U2OS GPR55 beta-arrestin-GFP redistribution imaging; higher % means a stronger effect;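 active = activation above 40% with more than 50 cells counted in the well; inconclusive = wells holding fewer than 50 cells, flagged as toxic or sparse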;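 also: U2OS osteosarcoma cells stably expressing GPR55 and beta-arrestin-GFP; plate controls were DMSO negative control for no effect and LPI positive control for full effect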
GPR55 antagonists = GPR55 antagonists blocking LPI-driven arrestin recruitment, primary screen, imaging, U2OS, beta-arrestin-GFP, LPI agonist (AID 2013); inhibition, % at 10 µM; hits with a dose series show IC50 in µM; actives 0.13% (n = 290,000); U2OS GPR55 beta-arrestin-GFP translocation imaging, LPI antagonism; higher % means a stronger effect;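 active = spots per cell inhibited over 60%, with over 100 cells counted and total cytoplasm intensity under 500,000; inconclusive = wells with under 100 cells, flagged as likely toxic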;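 also: U2OS cells stably carrying GPR55 and arrestin-GFP stimulated by 5 µM LPI near EC80; imaged beta-arrestin-GFP aggregate spots per cell after agonist stimulation; plate controls were LPI-stimulated DMSO wells for no effect and DMSO wells without LPI for full effect; some results filed as inactive read as strong as hits; confirmed hits need IC50 under 10 µM and bright autofluorescent wells are also inconclusive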
KOR beta-arrestin-1 = kappa opioid receptor blockers – cell-based, luminescence, uHTS (AID 1778). actives 0.091% (n = 290,000). one-dose inhibition, % at 10 µM; IC50 in µM for titrated hits. KOR beta-arrestin recruitment, luminescence, antagonist mode; higher % means a stronger effect; also: strong numbers were not always called active
Large T inhibition = SV40 large T antigen inhibitors, biochemical (AID 1903); SV40 large T antigen ATPase/helicase inhibition assay; higher % means a stronger effect; one-dose inhibition, % at 20 µM; IC50 in µM for titrated hits; actives 0.39% (n = 310,000); in the data active = a potency from the dose series; inconclusive = inhibition mostly from about 32% at the one dose, without a potency; inactive = the rest, 99 in 100 with inhibition below about 32%; also: strong numbers were not always called active
KOR beta-arrestin-2 = kappa opioid receptor activators – cell-based, luminescence, uHTS, primary screen (AID 1777) | one-dose activation, % at 10 µM; EC50 in µM for titrated hits | KOR beta-arrestin recruitment, luminescence; higher % means a stronger effect | actives 0.02% (n = 280,000); in the data active = activation above about 50%, passing the limit was not always enough; also: a part of the inactive calls stands beside numbers as strong as those of hits
Numbers without * were called inactive; ? = inconclusive; . = no result given; [ ] = another dose, or the depositor's remark. Rule as the data show it, unless noted: active = inhibition above about 50%; inactive = the rest.

SMILES	NOD2 inhibition	Rac1 GTP hydrolysis	HIV fusion peptide	NOD1 inhibition	GPR55 activation	GPR55 antagonists	KOR beta-arrestin-1	Large T inhibition	KOR beta-arrestin-2
Cc1ccc(C)c(NC(=O)C2=CCN(S(=O)(=O)c3ccc(F)cc3)CC2)c1	-10%	4%	-0.6%	-17%	-0.3%	5%	-29%	12%	0.6%
CCc1ccc(C(=O)CSc2nc3cc(S(=O)(=O)N4CCOCC4)ccc3n2CC)cc1	9%	9%	0.0%	5%	9.2%	5%	-19%	-2%	-0.8%
O=c1c(-c2ccc(O)cc2)coc2cc(OC3OC(CO)C(O)C(O)C3O)cc(O)c12 (stereo not drawn)	12%	19%	0.2%	56%	0.1%	-4%	-19%	?	1.1%
CCc1nc2nc(C)c(NS(=O)(=O)c3ccc(Cl)s3)c(=O)n2[nH]1	1%	1%	1.3%	24%	-0.2%	-10%	-6%	15%	-1.4%
O=S(=O)(NCCOC12CC3CC(CC(C3)C1)C2)c1cccc2nsnc12	11%	8%	1.9%	-5%	-0.1%	-4%	-14%	6%	2.9%
CCc1nc2ccc(C(=O)Nc3cccc(C(C)=O)c3)cc2nc1CC	3%	12%	-0.1%	-24%	0.3%	-1%	-33%	17%	-2.2%
CN1CCN(C(=O)c2ccc(CNS(=O)(=O)c3cccc(Cl)c3)cc2)CC1	1%	6%	-1.7%	-15%	-0.1%	11%	-7%	16%	4.4%
Cc1ccc(S(=O)(=O)Cc2ccc(C(=O)N3CCN(c4cccc(C)c4C)CC3)o2)cc1	14%	1%	2.0%	27%	-0.1%	-32%	-63%[20 µM]	3%	4.0%
CCNC(=O)COc1ccc(C=O)cc1OC	5%	7%	-1.8%	-2%	-0.1%	0%	-25%	6%	-4.4%
CC(C)c1ccccc1NC(=O)c1ccc2ncsc2c1	12%	3%	-1.2%	-31%	-0.1%	5%	1%	4%	1.2%
COc1cc(C(=O)OC(C)C(=O)N2CCc3ccccc3C2)ccc1OCC(=O)N1CCOCC1 (stereo not drawn)	10%	4%	0.4%	3%	0.0%	-5%	4%	3%	-0.5%
COc1ccc(OC)c(NC(=O)COC(=O)/C=C/c2ccc(Cl)cc2)c1	-6%	8%	2.8%	-6%	0.0%	9%	9%	4%	-1.8%
CCc1ccccc1NC(=O)/C(C#N)=C/c1ccc(Sc2ccccc2)o1	-4%	1%	8.3%	30%	0.2%	13%	-8%	10%	-1.0%
NC(=O)C1=C[C@@H](c2ccc(Br)cc2)C[C@@H](OCCCCO)O1	2%	10%	-0.2%	-9%	-0.2%	-2%	-14%	2%	4.8%
O=C1CN(Cc2ccccc2)C(=NCc2ccco2)S1	8%	2%	1.3%	-10%	-0.1%	-7%	2%	12%	-0.7%
N#Cc1c(NC(=O)CSc2ncc(-c3ccccc3)n2CC2CCCO2)sc2c1CCCC2 (stereo not drawn)	-34%	12%	-1.3%	-82%	-0.2%	8%	-4%	2%	0.1%
Nc1cc(C(=O)OCC(=O)NCc2ccc(F)cc2)ccc1Cl	26%	9%	-0.9%	-1%	-0.2%	8%	-56%	8%	2.2%
CC1CN(C(=O)CS(=O)(=O)Cc2ccccc2)CC(C)O1 (stereo not drawn)	-8%	5%	-0.2%	-13%	-0.2%	-10%	-7%	5%	4.1%
Cc1cccc(NC(=O)c2ccc(Cl)c(NC(=O)c3ccncc3)c2)c1C	11%	11%	0.5%	-27%	-0.2%	5%	-10%	4%	-3.3%
Cc1cccc(N(C)C(=O)c2cc3c(=O)[nH]c4ccc(C)cc4c3s2)c1	-22%	12%	0.6%	-9%	0.3%	-6%	-21%	2%	0.9%
CN(Cc1cnccn1)Cc1ccccc1OCC(O)CN1CCc2ccccc2C1 (stereo not drawn)	-5%	-1%	-0.8%	-11%	-0.1%	7%	-5%	4%	.
COc1cccc(/C=N/n2nnnc2N)c1O	2%	7%	-2.9%	-2%	-0.1%	5%	14%	29%	2.2%
C[C@@H]1C=C(C(=O)N2CCN(C)CC2)O[C@H](OCc2ccc(CO)cc2)C1	-20%	5%	1.1%	-2%	0.5%	11%	-20%	4%	0.8%
O=C(NC1CCN(S(=O)(=O)c2ccccc2F)CC1)c1ccco1	-10%	4%	0.9%	17%	-0.3%	-11%	2%	7%	-1.7%
COc1ccc(N=C2SC(CC(=O)Nc3ccccc3)C(=O)N2Cc2ccccn2)cc1 (stereo not drawn)	16%	14%	-4.2%	33%	0.2%	3%	-17%	12%	64%
CCOC(=O)c1c(NC(=O)CSc2ncnc3[nH]ncc23)sc2c1CCC(C)C2 (stereo not drawn)	9%	-2%	1.5%	5%	-0.2%	10%	-30%	19%	2.9%
CCOc1ccccc1NC(=O)CSc1c(C)n[nH]c1C	8%	11%	1.2%	.	-0.1%	15%	31%	5%	-0.8%
CC(C)N(Cc1cnn(C)c1)C(=O)c1ccc(OC2CCN(Cc3ccccn3)CC2)cc1	16%	17%	1.8%	-19%	-0.2%	12%	-37%	10%	1.1%
OCCC1CN(Cc2cnc(N3CCOCC3)s2)CCN1C1CCCC1 (stereo not drawn)	17%	17%	-1.0%	-15%	0.4%	12%	-4%	6%	0.0%
O=S(=O)(Cc1cc(Cl)nc(-c2ccncc2)n1)c1ccccc1	8%	7%	-1.8%	-28%	1.2%	8%	14%	-24%	-5.4%
O=C(NC1CCCC1)c1ccc(Br)c(S(=O)(=O)N2CCCCC2)c1	20%	-1%	1.3%	28%	-0.1%	-3%	16%	4%	-0.3%
COc1ccc2[nH]c(=O)c(CN(C(=O)c3ccco3)C3CCCCC3)cc2c1	-28%	7%	4.0%	6%	-0.1%	-1%	-96%	8%	6.1%
CC(C)N=c1c([N+](=O)[O-])nn(C)n1O	10%	2%	-0.3%	-18%	-0.5%	1%	-5%	-2%	-1.6%
COCC(C)NC(=O)c1ccc2c(c1)S(=O)(=O)c1ccccc1C2=O (stereo not drawn)	6%	6%	-0.1%	-21%	-0.1%	17%	22%	11%	-2.1%
O=C(Nc1cc(Cl)cc(Cl)c1)C1C2C=CC3(O2)C1C(=O)N(CCCN1CCOCC1)C3C(=O)NC1CCCCC1 (stereo not drawn)	6%	-4%	-0.9%	-30%	-0.2%	-5%	-6%	-13%	-1.2%
Cc1sc2ncnc(N3CCC(C(=O)NCC(=O)Nc4ccc(F)c(F)c4)CC3)c2c1C	4%	5%	1.6%	-18%	0.4%	-1%	7%	10%	2.2%

Of the compounds above, these have a cyano group:
SMILES	NOD2 inhibition	Rac1 GTP hydrolysis	HIV fusion peptide	NOD1 inhibition	GPR55 activation	GPR55 antagonists	KOR beta-arrestin-1	Large T inhibition	KOR beta-arrestin-2
CCc1ccccc1NC(=O)/C(C#N)=C/c1ccc(Sc2ccccc2)o1	-4%	1%	8.3%	30%	0.2%	13%	-8%	10%	-1.0%
N#Cc1c(NC(=O)CSc2ncc(-c3ccccc3)n2CC2CCCO2)sc2c1CCCC2 (stereo not drawn)	-34%	12%	-1.3%	-82%	-0.2%	8%	-4%	2%	0.1%

Remaining list, next part
SMILES	NOD2 inhibition	Rac1 GTP hydrolysis	HIV fusion peptide	NOD1 inhibition	GPR55 activation	GPR55 antagonists	KOR beta-arrestin-1	Large T inhibition	KOR beta-arrestin-2
COc1ccc(C(=O)OCn2nnc3ccccc3c2=O)cc1OC	-1%	-1%	9.4%	5%	-0.2%	2%	7%	6%	1.1%
CN(CC(=O)Nc1ccccc1C(F)(F)F)C(=O)CC1OC(=O)c2ccccc21 (stereo not drawn)	-8%	13%	1.5%	-36%	0.3%	5%	-16%	9%	4.5%
Clc1ccc(-c2nc(N3CCOCC3)nc3ccccc23)cc1	14%	15%	2.4%	14%	-0.2%	8%	34%[20 µM]	15%	-3.6%
N#CC1=C(N)Oc2c(oc(CO)cc2=O)C1c1ccsc1 (stereo not drawn)	2%	12%	-1.5%	-24%	-0.2%	12%	-32%	12%	4.2%
NC(=O)C1CCN(CCC(=O)Nc2ccc3c(c2)CCC3)CC1	2%	3%	-0.7%	-10%	2.3%	2%	-46%	10%	-4.2%
CC(C)OC(=O)CSc1nnc(Cc2ccccc2)n1CC1CCCO1 (stereo not drawn)	8%	4%	0.6%	3%	-0.1%	10%	21%	3%	-0.9%
O=C(Nc1cccc([N+](=O)[O-])c1)c1ccn[nH]1	-22%	5%	-0.1%	-32%	-0.3%	13%	3%	11%	3.5%
O=S(=O)(c1cccs1)n1cnc2ccccc21	19%	1%	2.6%	28%	-0.1%	8%	-2%	31%	-2.9%
Cc1c(Cl)cccc1N(CC(=O)NC1CCCCC1)S(C)(=O)=O	-13%	7%	0.7%	-13%	0.0%	4%	-13%	3%	3.4%
CC1(C)CC(=O)C2=C(C1)OC(=O)CC2c1cccs1 (stereo not drawn)	14%	14%	-0.4%	-7%	-0.1%	-4%	3%	30%	0.4%
COc1ccc(S(=O)(=O)Cc2ccc(C(=O)NC(C)C)o2)cc1	8%	5%	2.0%	5%	-0.1%	2%	-12%	-5%	-1.0%
CCN(CC)C(=O)c1ccccc1NC(=O)c1ccccc1C	0%	6%	2.6%	-21%	-0.4%	8%	15%	8%	-2.5%
O=C1NC(c2ccccc2Br)=N/C1=C\c1ccco1	-42%	8%	6.3%	-4%	-0.1%	4%	6%	23%	0.2%
COc1ccc(-c2cn3cccc(C)c3n2)cc1Br	-110%	9%	0.0%	-95%	0.2%	-9%	44%	13%	7.0%
COCCCNC(=O)C1CCN(C(=O)c2oc3cc4sc(N(C)C)nc4cc3c2C)CC1	6%	1%	0.0%	-57%	0.3%	-10%	-38%	9%	3.0%
Cc1ccc(C2=NN(CCC(=O)NCc3ccc4c(c3)OCO4)C(=O)CC2)cc1	-4%	6%	0.0%	-17%	-0.2%	6%	13%	10%	4.8%
COc1cc(-c2nc(S(=O)(=O)c3ccc(Cl)cc3)c(N(C)C)o2)cc(OC)c1OC	13%	1%	1.9%	8%	1.1%	2%	9%	7%	-4.5%
O=C(/C=C/c1ccccc1[N+](=O)[O-])Oc1ccccc1	7%	.	0.0%	-9%	-0.3%	4%	-23%	6%	-2.8%
Cc1ccc(CN(C(=O)Cn2nnc3ccccc32)C(C(=O)NCc2ccco2)c2cccs2)cc1 (stereo not drawn)	-15%	-5%	-1.8%	0%	-0.2%	-3%	18%	15%	-0.1%
CCOC(=O)c1c(C)oc2c1c(C(c1cccnc1)N1CCN(C)CC1)c(O)c1ccccc12 (stereo not drawn)	2%	.	2.9%	36%	0.3%	2%	27%	.	.
C/C=C(\C)c1nnc(NC(=O)OCC)s1	2%	5%	-0.7%	-9%	0.2%	7%	-8%	16%	-3.8%
Cc1cc(C(=O)Nc2ccc3[nH]ccc3c2)no1	-95%	0%	-1.0%	-10%	-0.1%	7%	0%	23%	4.8%

An excerpt. The share of hits here may be higher or lower than overall.
